# Compound activity deposited in PubChem by National Center for Advancing Translational Sciences (NCATS).
# ELG1 DNA repair – ELG1-dependent DNA repair inhibition; Potency, µM (highest dose often 46.1 µM), without a hit: top-dose activity change, negative = inhibition, actives largely listed as inhibitors; HEK293T ELG1-luciferase reporter, luminescence, 16 h; DNA damage induced by 5-fluorouridine; 330,000 tested, 2.3% active; note: potency is the fitted concentration of half-maximal effect; % is set by controls: 0 for no effect and ±100 for the full control effect; nearly all actives have a fitted effect of over 55% in size
#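 In this reporter screen, reduction of luminescence relative to DMSO vehicle indicated activity. Compounds and 5-fluorouridine were added together to 2,000 cells per well, incubated for 16 hr at 37 °C, then developed with ONE-Glo.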
# TCR activator – activates T cell receptor signaling; 330,000 tested, under 10 active; primary human leukocytes, anti-CD3, IL-2 HTRF, 48 h; Potency, µM (highest dose often 9.22 µM), for inactives: at the highest dose activation of IL-2 secretion, actives largely listed as activators; note: % of control where 0% means no effect
#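 Readout: HTRF IL-2, Eu-cryptate/d2 antibody pair, 320nm excitation, 665nm emission. Stimulus: a-CD3 beads, no co-stimulation. Cells: primary human leukocytes. Exposure: 48 hr with compound.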
# TRPV1 agonist – agonists of human vanilloid receptor 1 (TRPV1); Q8NER1; TRPV1-expressing cells, Fluo-8 calcium influx, agonist mode; activation, % at 8.33 µM; 320,000 tested, 0.19% active; in the data active = activation above about 80%; inconclusive = between about 30% and that limit; note: 0% is about no effect
#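 TRPV1-expressing cells were cultured overnight at 35.5C and loaded with Fluo-8 calcium dye for 40 to 90 min at room temperature. After a 10 s baseline, compound was added and calcium influx was read kinetically for 3 min (ex 480/em 520 nm).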
# a7 integrin act – activates integrin-mediated alleviation for muscular dystrophy. Potency, µM (top dose mostly 38.3 µM), without a hit: at the highest dose activation, most hits filed as activators. 350,000 tested, 0.064% active. alpha7betagal myoblasts, beta-gal FDG fluorescence, 48 h;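 note: potency is the fitted concentration of half-maximal effect; 100% = response of the positive control SU9516; nearly all actives have a fitted effect of over 60% in size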
#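 alpha7betagal+/- myoblasts (passage 13, 250/well) treated 48 h at 37C with compounds at 1:260 dilution of DMSO stock. Lysed, then beta-galactosidase activity read as FDG fluorescence (ex 480/em 540) after 30 min, with pre-read for autofluorescence.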
# A-T KAP1 phos – potential ataxia-telangiectasia treatments restoring KAP-1 phosphorylation; […] A-T fibroblasts, KAP-1 phosphorylation AlphaLISA; neocarzinostatin DNA damage 30 min before lysis; Potency, µM (top dose mostly 57.5 µM), without a hit: at the top dose activation, most hits filed as activators; 320,000 tested, 0.19% active; note: potency is the fitted concentration of half-maximal effect; % of control where 0% means no effect; nearly all actives have a fitted effect of over 45% in size
#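 ATM-like activity read as KAP-1 phosphorylation via AlphaLISA donor/acceptor antibody pairs after lysis and 6 hr at 25C. Cells were ATM-null patient fibroblasts ([…], hTERT), dosed 60 min, then exposed to the DSB inducer NCS for 30 min.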
# BRCA1 expr up – BRCA1 expression activation | AID 624202 | 380,000 tested, 1.1% active | Potency, µM (doses to about 46.1 µM), for the others: top-dose activation, actives largely listed as activators | MCF7-BRCA1-FFLuc reporter, luminescence, 48 h; response scale: scaled: vehicle 0%, 10 µM genistein 100%; note: potency is the fitted concentration of half-maximal effect; nearly all actives have a fitted effect of over 80% in size; some results filed as inactive show a strong effect at the top dose
#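 Using MCF7 cells harboring a BRCA1 firefly luciferase reporter, plated 2 h before compound pinning, the screen measured luminescence after 48 h incubation. Responses were normalized to DMSO and 10 microM genistein, then fitted for concentration-effect.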
# PTAP TSG101 blk – blocks PTAP/TSG101 interaction to inhibit HIV-1 budding; 340,000 tested, under 10 active; AID 493005; Potency, µM (top dose mostly 115 µM), inactives show top-dose activity change, negative = inhibition, hits mostly inhibitors; Q99816; Fluorescence polarization, FITC-PTAP peptide / Tsg101 binding; active = well fitted inhibition curve with a large enough effect in the main read-out, with a control signal flat, not every such curve was filed as active; inconclusive = small, poorly fitted or top-dose-only effect, or effect the other way, or a change in a side signal; inactive = no such curve, though single readings can be large or run the other way; note: potency is the fitted concentration of half-maximal effect; % of control where 0% means no effect
# Target sequence (Q99816 whole entry, looked up): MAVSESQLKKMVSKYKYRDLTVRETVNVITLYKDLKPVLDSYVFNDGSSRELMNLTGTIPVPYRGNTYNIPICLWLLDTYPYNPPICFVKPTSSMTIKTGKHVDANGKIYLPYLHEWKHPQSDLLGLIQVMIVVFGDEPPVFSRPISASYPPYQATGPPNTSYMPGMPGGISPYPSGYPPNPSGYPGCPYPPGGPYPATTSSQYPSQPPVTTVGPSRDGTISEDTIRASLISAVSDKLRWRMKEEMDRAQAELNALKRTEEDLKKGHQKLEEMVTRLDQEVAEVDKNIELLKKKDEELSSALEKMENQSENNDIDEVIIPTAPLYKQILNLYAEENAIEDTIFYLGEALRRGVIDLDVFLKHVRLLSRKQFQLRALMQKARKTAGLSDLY
#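 Fluorescence polarization binding of Tsg101 binding domain (10 uM final) to FITC-labeled PTAP peptide (50 nM final) in HEPES pH 7.5 buffer with NaCl, Tween 20, EDTA, TCEP. Compounds added before peptide; binding 20 min at RT.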
# B2AR arrestin – beta2AR (human) beta-arrestin recruitment activity. AID 492947. Potency, µM (titrated, usually from 46.1 µM), without a hit: top-dose activation, actives largely listed as activators. 330,000 tested, 0.02% active. beta-arrestin recruitment to beta2AR, cell-based reporter;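 note: potency is the fitted concentration of half-maximal effect; 0% = DMSO controls and full agonism = EC100 isoproterenol or metaproterenol; nearly all actives have a fitted effect of over 65% in size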
# Target sequence (P07550 whole entry, looked up): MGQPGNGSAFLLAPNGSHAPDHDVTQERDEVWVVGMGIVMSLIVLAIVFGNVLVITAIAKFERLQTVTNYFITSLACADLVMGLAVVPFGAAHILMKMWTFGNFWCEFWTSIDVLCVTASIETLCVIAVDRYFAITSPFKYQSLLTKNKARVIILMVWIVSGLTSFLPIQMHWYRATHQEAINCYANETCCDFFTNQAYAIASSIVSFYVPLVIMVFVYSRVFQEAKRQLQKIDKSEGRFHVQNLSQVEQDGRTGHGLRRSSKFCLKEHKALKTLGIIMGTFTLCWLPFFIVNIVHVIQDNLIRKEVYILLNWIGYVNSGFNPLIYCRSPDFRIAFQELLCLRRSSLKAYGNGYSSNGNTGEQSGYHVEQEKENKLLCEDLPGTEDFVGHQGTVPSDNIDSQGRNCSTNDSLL
# CXXC DNA block – inhibitors of human MLL CXXC domain-DNA interaction; 290,000 tested, 0.037% active; AID 2662; MLL-CXXC / FITC-HOXA9 DNA fluorescence polarization; Q03164; Potency, µM (doses to about 115 µM), for the others: top-dose activity change, negative = inhibition, hits mostly inhibitors; active = well fitted inhibition curve with a large enough effect in the polarisation, with a control signal flat, not every such curve was filed as active; inconclusive = small, poorly fitted or top-dose-only effect, or effect the other way, or a change in a side signal; inactive = no such curve, though single readings can be large or run the other way; the % refers to the polarisation; note: potency is the fitted concentration of half-maximal effect
#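 Purified MLL-CXXC (added from a 7 uM solution) was preincubated 5 min at ambient with pinned compounds in 50 mM Tris-HCl pH 7.5, 50 mM NaCl, 1 mM DTT, 0.05% BSA. Fluorescein-labeled HOX-A9 DNA (50 nM solution) followed, 30 min, then polarization read.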
# p53 reactivation – mutant p53 re-activation in reporter cells. 320,000 tested, 0.063% active. Potency, µM (series often up to 92.2 µM), inactives show at the top dose activity change, positive = activation, most hits filed as activators. H1299 p53-A138V BP100-luciferase reporter, luminescence, 24 h; note: potency is the fitted concentration of half-maximal effect; % of control where 0% means no effect; nearly all actives have a fitted effect of over 45% in size
#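 p53-null H1299 cells stably carrying temperature-sensitive p53-A138V and a BP100-luciferase reporter were pinned with compounds (4-point, 1:5 series) and held 24 hrs at 37 deg C. Luminescence was read 10 min after detection reagent.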
# * marks the source's active call; other numbers are inactive results; ? = inconclusive; . = no result given; [ ] = another dose, or the depositor's remark. Unless noted, calls come from the whole dose curve; as a rule, active = well fitted curve in the direction sought with a large enough effect; inconclusive = small, poorly fitted or top-dose-only effect, or another doubt; inactive = no such curve, though single readings can be large; an effect the other way counts as inactive or inconclusive. An unsorted share of the library (roughly 3.8% active in at least one column).
SMILES,ELG1 DNA repair,TCR activator,TRPV1 agonist,a7 integrin act,A-T KAP1 phos,BRCA1 expr up,PTAP TSG101 blk,B2AR arrestin,CXXC DNA block,p53 reactivation
CSc1cccc(CN2CCN(Cc3ccccc3)C(CCO)C2)c1 (stereo not given),-10.9%,-4.1%,23.2,-15.1%,-1.6%,-13.9%,-6.8%,3.8%,-1.2%,2.0%
CC(C(=O)NCC1CCCO1)n1cccc1C(=O)c1ccccc1 (stereo not given),-12.1%,-3.4%,-7.0,11.8%,-4.2%,-14.6%,-3.5%,-0.1%,1.8%,1.0%
C=CCNC(=O)c1c(Cl)cccc1Cl,0.2%,0.9%[46.1 µM],1.0,16.0%,-0.5%,-3.2%,-2.1%,-0.7%,1.9%,9.1%
O=C(CCC1CCCC1)NNC(=O)c1ccc(F)cc1,30.0%,2.8%,13.8,-0.9%,5.7%,13.1%,-2.5%,0.0%,.,4.5%
COc1cc(C)c(CNc2cccc(C)c2)cc1C,1.6%,-12.4%,-8.0,-3.7%,.,-1.5%,-2.1%,0.0%,-10.8%,1.3%
NN=C1C(=O)c2cccc3cccc1c23,.,-2.1%,.,-43.3%,.,-19.6%,-6.0%,.,.,.
O=C(CNCc1ccccn1)Nc1ccc([N+](=O)[O-])cc1C(=O)Nc1ccccc1F,23.1µM*,-5.1%,-1.1,-18.6%,-1.8%,-13.8%,-6.8%,0.1%,9.5%,1.4%
O=C(NCCc1ccccc1)c1ccc(CS(=O)(=O)Cc2ccc(F)cc2)o1,-4.3%,-4.7%,14.0,-5.0%,7.9%,20.1%,0.3%,-0.4%,-2.4%,-0.4%
CN(C)S(=O)(=O)N1CCC(Oc2cccc(C(=O)NC3CCCCCC3)c2)CC1,16.4µM*,-0.2%,22.0,-45.5%[inhibitor],6.8%,-48.5%,-1.0%,-0.1%,10.3%,-5.3%
O=C(CCCN1C(=O)/C(=C/c2cccs2)SC1=S)NNC(=O)c1cccnc1,0.5%,12.5%,-2.8,-23.8%,-11.3%,-24.5%,-0.1%,0.5%,-5.9%,?
COCc1ccc(C(=O)N2CCCC(C(=O)c3ccc(Cl)cc3C)C2)o1 (stereo not given),?,2.8%,18.3,-0.9%,14.6%,5.7%,-4.5%,0.5%,0.0%,-11.5%
COc1ccc(-n2nc(C(=O)N3CCCCC3)c(C)c(C#N)c2=O)cc1,4.9%,10.9%,3.4,0.0%,-2.0%,-8.4%,-1.9%,-0.5%,-1.7%,-2.6%
O=C(Nc1nc2c(ccc3ccccc32)s1)c1cc([N+](=O)[O-])ccc1N1CCOCC1,?,.,-4.6,.,1.6%,.,.,0.0%,-7.4%,28.6%
COc1ccc2c(c1)OC[C@H]1[C@H]2N2C(=O)CN(Cc3ccc(C)cc3)C(=O)[C@@]2(C)[C@H]1c1ccccc1,?,2.5%,1.2,24.5%,0.5%,-20.6%,-3.8%,0.1%,.,-3.4%
CCN(CC(=O)NCc1ccc(Cl)cc1)CC(=O)NC1(C#N)CCCC1,6.7%,-3.0%,3.3,-13.3%,4.7%,26.3%,-1.0%,0.2%,-6.4%,3.3%
COc1ccccc1NC(=O)N1CCN(c2ccccc2F)CC1,?,0.9%,?,-13.0%,-0.3%,4.8%,-1.6%,0.2%,4.7%,-4.4%
CCc1cccc(C)c1NC(=O)COC(=O)CNC(=O)c1cccs1,8.7%,-2.4%,-0.1,-4.0%,1.4%,18.1%,-0.3%,0.2%,.,8.2%
COc1cc2c(cc1OC)CN(C(=O)C1CCCN1S(=O)(=O)c1ccc(C)cc1)CC2 (stereo not given),?,20.0%,1.1,-4.3%,-3.7%,3.7%,-5.5%,-0.1%,.,10.3%
COc1ccccc1N1CCN(C(=O)C(C)NC(=O)c2cccc([N+](=O)[O-])c2)CC1 (stereo not given),?,-1.0%,-0.7,1.7%,1.9%,-28.8%,-1.2%,0.5%,-12.5%,-1.4%
O=C1NC(c2ccccc2)=NC1(NS(=O)(=O)c1ccc(Cl)cc1)C(F)(F)F (stereo not given),-8.8%,-0.4%[46.1 µM],-0.2,20.5%,1.5%,-8.7%,1.5%,-1.7%,25.7%,-0.8%
Cc1cc(C(F)F)n2ncc(C(=O)NCc3ccccc3F)c2n1,?,0.6%[46.1 µM],6.5,?,3.8%,-15.5%,-0.4%,-0.5%,-5.2%,-15.7%
COc1ccc(C(=O)N2CCN(Cc3ccc(OC)c(OC)c3)CC2)cc1,-0.1%,-2.8%,5.1,-18.3%,1.3%,-1.9%,-0.5%,0.1%,-10.1%,.
CCCNC(=O)c1onc(CSc2ccc(F)c(F)c2)c1C(=O)NCCC,.,0.3%,.,-22.2%,.,-3.1%,-2.2%,.,.,.
O=C(c1cccc(S(=O)(=O)NCc2ccccc2)c1)N1CCN(Cc2ccccc2)CC1,-26.5%,9.7%,1.8,-36.4%,2.7%,-21.3%,-3.7%,0.1%,4.8%,2.8%
COC(=O)CSc1ncc(C#N)c(N)n1,-2.9%,-3.2%,-3.1,4.8%,1.1%,-21.3%,-5.9%,-0.2%,8.1%,-1.8%
COc1ccc(Cl)cc1NC(=O)Nc1ccccc1SC,-10.4%,11.9%,-8.3,0.0%,0.5%,-33.2%,-0.6%,0.2%,6.1%,0.5%
O=C(CN(C(=O)c1csnn1)c1ccccc1F)NC1CCCCC1,13.4%,-14.1%,-1.2,-8.9%,0.6%,-6.0%,-9.3%,-0.2%,2.8%,-0.6%
CCOC(=O)C1(Cc2ccc(O)cc2)NC(c2ccco2)C2C(=O)N(c3ccccc3F)C(=O)C21 (stereo not given),12.8%,.,-3.5,-33.4%,9.6%,2.8%,-5.1%,0.2%,4.5%,-0.3%
O=C(Nc1cccc(-c2nnc(-c3ccccc3)o2)c1)c1ccc(Br)o1,?,-14.0%,-5.6,5.3%,-16.0%,39.8%,1.0%,0.0%,17.2%,-1.3%
Cc1onc(-c2ccccc2Cl)c1C(=O)N(Cc1ccccc1)C(C)C,?,-2.1%,8.6,-12.9%,2.3%,-28.8%,-4.4%,-0.3%,19.1%,-5.3%
CN(/N=C/c1ccc(O)cc1O)c1ncc(C(F)(F)F)cc1Cl,-1.3%,0.2%,3.3,-23.0%,-6.8%,-13.3%,-2.7%,-0.1%,-11.1%,7.3%
Cc1ccc(OCC(=O)N(C)CC(=O)NCc2ccco2)c(Br)c1,?,4.5%,1.0,-11.4%,4.6%,-0.7%,-1.1%,-1.4%,.,-8.5%
Nc1nnnn1CC(=O)N/N=C/c1cccs1,1.3%,-26.2%,-1.9,23.2%,1.0%,24.6%,-0.1%,-1.2%,6.0%,4.8%
O=C(NCc1ccccc1)c1ccc(NC(=O)C2CCCC2)cc1,.,15.1%,.,-11.0%,.,3.4%,-1.4%,.,.,.
O=C(/C=C/c1ccccc1)N(Cc1cccs1)C1CCS(=O)(=O)C1 (stereo not given),0.0%,-3.2%,-5.4,-0.1%,38.6%,-11.1%,-5.8%,-0.7%,-11.9%,-3.8%
O=C(Oc1cccc2cccnc12)c1ccc2c(c1)OCCO2,10.3µM*,-13.2%,-0.8,-12.5%,-0.4%,-0.1%,-0.1%,?,-6.3%,9.8%
Cc1cccc(C(=O)NNC(=O)C2CCN(C(=O)OC(C)(C)C)CC2)c1,1.3%,-1.0%,-0.6,-9.2%,9.3%,3.8%,-6.6%,-0.3%,2.3%,-3.6%
CN1CCN(C=NC2=NN(c3cccc(C(F)(F)F)c3)CC2)CC1,?,2.7%[46.1 µM],8.4,-1.3%,4.0%,-26.5%,-2.0%,-0.5%,9.6%,-7.7%
CCOc1ncccc1C(=O)Nc1cccc(S(=O)(=O)N2CCCCC2)c1,11.2µM*,1.2%,2.6,?,5.1%,-34.8%,-8.0%,-0.3%,.,-5.4%
NC(=O)c1cc(N2C(=O)C=CC2=O)ccc1Cl,15.2%,.,-1.9,-54.5%[inhibitor],-3.0%,-3.0%,.,0.6%,-7.4%,-48.5%[inhibitor]
CCc1cccc(CC)c1NC(=O)CNCc1cccs1,-1.1%,-5.7%,0.5,20.1%,-5.6%,-8.2%,0.7%,0.2%,4.4%,0.6%
COc1ccc(CCNC(=O)C2CCCN(S(=O)(=O)c3ccccc3)C2)cc1 (stereo not given),-14.0%,-5.7%,4.4,11.1%,-3.7%,-25.3%,-3.2%,-0.7%,-3.9%,-20.3%
CNc1oc(-c2cccc3ccccc23)nc1C#N,?,19.8%,16.5,13.9%,16.3%,1.3%,-4.5%,-0.4%,5.9%,13.5%
O=C(N/N=C/c1sc(N2CCOCC2)nc1-c1ccccc1)c1ccc(O)cc1,?,3.3%,2.0,-31.6%,-4.4%,-25.9%,-4.7%,-0.1%,-2.3%,-5.6%
